Source: PubChem BioAssay (National Center for Advancing Translational Sciences (NCATS))
p53ts 39C kill – qHTS Screen for Compounds that Selectively Target Cancer Cells with p53 Mutations: Cytotoxicity of p53ts Cells at the Nonpermissive Temperature; H1299-p53A138V viability at 39C, ATP luminescence, 24 h; Potency, µM (doses to about 46.1 µM), without a hit: at the top dose activity change, negative = cell killing, actives largely listed as cytotoxic; 130,000 compounds, 1.5% hits; AID 902, 2007; further: nearly all actives have a fitted effect of over 55% in size
IkB sig inh – IkB Signaling; ABC-DLBCL IkBa-CBG/CBR dual luciferase ratio, 4 h; response scale: scaled: untreated 0%, proteasome inhibitor 100%; AID 445, 2006; 110,000 compounds, 0.04% hits; Potency, µM (titrated, usually from 57.1 µM), for the others: at the highest dose IkBa stabilization activation; active means well fitted curve in the direction sought with a large enough effect in the signal ratio, not every such curve was filed as active; inconclusive means small, poorly fitted or top-dose-only effect, or a change in a side signal; the % refers to the signal ratio;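 further: the direction sought is a rising ratio; 0% = basal untreated cells and 100% = reference inhibitor full response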
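Luminescence ratio of IκBα-fused green versus native red beetle luciferase in OCI-Ly3 cells, 4 h post-doxycycline with compound; red signal alone, scaled from basal (0%) to zero light (-100%), flagged nonspecific or cytotoxic effects.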
Peg3 imprint – qHTS Assay for Compounds that Induce Erasure of Genomic Imprints; mouse ES Peg3-LacZ reporter, beta-gal luminescence, 40 h; Potency, µM (highest dose often 60.7 µM), without a hit: at the top dose activity change, positive = activation, usual class: activators; 110,000 compounds, 0.02% hits;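 further: 0% = negative control wells on the plate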
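Gelatin-coated wells received 300 freshly trypsinized female ES cells with a Peg3LacZ-Neo reporter on the maternal allele, then incubated 40 hours at 37C. BetaGlo was added for 5 minutes at room temperature before a single luminescence read.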
p53ts 32C tox – qHTS Screen for Compounds that Selectively Target Cancer Cells with p53 Mutations: Cytotoxicity of p53ts Cells at the Permissive Temperature. H1299-p53A138V at 32C, ATP luminescence viability, 24 h. Potency, µM (doses to about 46.1 µM), for the others: at the top dose activity change, negative = cytotoxicity, hits mostly cytotoxic. 130,000 compounds, 0.93% hits;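 further: 0% = DMSO and -100% = full killing by reference compound; nearly all actives have a fitted effect of over 55% in size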
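ATP-content luminescence (ATPlite) read-out after 24 h compound exposure at 32C in H1299-p53A138V cells (600/well). Tested up to 46 uM. Normalized to DMSO (0%) and 100 uM tamoxifen (100% killing); Hill-fit AC50.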
* hit, by the source's call; u = inconclusive; x = no result given; [ ] = remark or other dose. Unless noted, the call rests on the fitted dose curve; in most records, active means well fitted curve in the direction sought with a large enough effect; inconclusive means small, poorly fitted or top-dose-only effect, or another doubt; inactive means no such curve, though single readings can be large; an effect the other way counts as inactive or inconclusive. Unless noted, on the % scale 0 is the no-effect control and ±100 the full control effect; potency means the concentration at half of the fitted maximal effect. Hits appear at their usual frequency (roughly 1.7% active in at least one column).

SMILES	p53ts 39C kill	IkB sig inh	Peg3 imprint	p53ts 32C tox
CCCN1CCN(C(=O)Cn2c(-c3cccs3)cc3cc(F)ccc32)CC1	-7.8%	u	-12.9%[10.9 µM]	6.2%
Cc1cc(C(=O)Nc2ccc(S(=O)(=O)Nc3onc(C)c3C)cc2)c(C)o1	2.9%	-0.4%	-48.8%[inhibitor]	-4.9%
C[C@H]1C2=C3C(C[C@H]4C(=O)N(c5ccccc5)C(=O)[C@H]4[C@H]3[C@@]3(Cc4ccccc4)C(=NCCc4c[nH]c5ccccc45)OC(=O)N3C2=O)[C@H]2C(=O)N(c3ccccc3)C(=O)[C@H]21 (stereo partly drawn)	-1.3%	x	-4.9%	10.7%
CC(C)CCNC(=O)CCS(=O)(=O)c1cccc2nonc12	-0.1%	-0.7%	-3.5%	-0.9%
O=S(=O)(NCCSc1ccccc1)c1ccc(F)cc1	7.9%	-0.1%	-22.6%	5.3%
O=C(COc1ccc(Cl)cc1)NCc1nnc(SCC(=O)NC2CCCC2)o1	11.3%	3.2%	-13.9%	17.0%
Cc1nn(-c2ccccc2)c2nc(C3CC3)cc(C(=O)Nc3cccc(F)c3)c12	-1.9%	u	18.0%[10.9 µM]	11.3%
CC1CCC(NC(=O)c2ccc3c(c2)N(Cc2cccc(Cl)c2)C(=O)c2ccccc2S3(=O)=O)CC1 (stereo not drawn)	22.5%	-1.0%	-15.1%[10.9 µM]	10.2%
CCN1CCN(CCCNC(=O)c2ccc3nc(Cc4ccc(OC)cc4)oc3c2)CC1	-15.3%	0.6%	-13.6%[10.9 µM]	-11.8%
COc1ccc(OCC(=O)NCc2cccnc2)cc1	7.5%	-0.2%	-15.4%	3.6%
COc1ccc(C(N)=O)cc1NC(=O)CC(O)(C(F)(F)F)C(F)(F)F	-0.5%	12.5%	5.2%	-6.0%
C#CCSc1nnc(-c2ccccc2)c(=O)[nH]1	11.3%	u	-30.5%[inhibitor]	3.2%
COc1ccc(CCn2c(N3CCN(C)CC3)nc3c2c(=O)[nH]c(=O)n3C)cc1	18.1%	0.5%	0.8%	1.6%
CN(C)c1oc(-c2ccco2)nc1C#N	10.8%	0.7%	18.9%	4.2%
O=C(CSc1nc2c(oc3ccccc32)c(=O)n1-c1ccccc1)Nc1ccccc1F	5.3%	u	-6.9%[10.9 µM]	8.8%
O=C(Nc1cccc(C(=O)N2CCN(c3ccccc3)CC2)c1)c1nsc2ccccc12	-28.7%	2.3%	-2.9%[10.9 µM]	-13.3%
CCC(CC)C(=O)Nc1c(C(=O)N2CCN(c3ccccc3F)CC2)oc2ccccc12	-14.6%	u	-19.8%[10.9 µM]	u
COc1cccc(Nc2ncc3nc(C)c(=O)n(CCc4ccccc4)c3n2)c1	-10.5%	-8.5%[11.4 µM]	-3.2%	-4.1%
CCOc1ccc2oc(=O)cc(CN3CCN(C(=O)c4cccc(F)c4)CC3)c2c1	-11.1%	u	-10.8%[10.9 µM]	5.3%
COC(=O)COC(=O)c1ccc(Oc2nc(OC)nc(N(C)C)n2)cc1	8.2%	1.8%	-6.5%	-2.7%
Cc1cc(C(=O)Nc2c(C)cccc2C)n(-c2ccccc2)n1	6.6%	1.7%	6.0%[10.9 µM]	-9.7%
Cc1nc2cnc(Oc3ccccc3)nc2n(CCc2ccccc2)c1=O	-2.2%	0.6%[11.4 µM]	x	-2.5%
COc1ccc(CN2C(=O)C(O)(CC(=O)c3c(C)n[nH]c3C)c3ccccc32)cc1OC (stereo not drawn)	7.8%	0.7%	-18.1%	1.5%
O=C(O)c1ccc(Cl)c(S(=O)(=O)Nc2ccccc2F)c1	-1.2%	x	x	-1.5%
Cc1cccc(NC2=NC(=S)N(CC#N)C23CCCCC3)c1	8.0%	x	x	0.3%

Single entries from the list:
Peg3 imprint result of CCOc1ccc2oc(=O)cc(CN3CCN(C(=O)c4cccc(F)c4)CC3)c2c1 → -10.8%[10.9 µM]
Peg3 imprint result of COc1cccc(Nc2ncc3nc(C)c(=O)n(CCc4ccccc4)c3n2)c1 → -3.2%
p53ts 39C kill result of CCCN1CCN(C(=O)Cn2c(-c3cccs3)cc3cc(F)ccc32)CC1 → -7.8%
p53ts 32C tox result of COc1ccc(CN2C(=O)C(O)(CC(=O)c3c(C)n[nH]c3C)c3ccccc32)cc1OC (stereo not drawn) → 1.5%
p53ts 32C tox result of Cc1cc(C(=O)Nc2ccc(S(=O)(=O)Nc3onc(C)c3C)cc2)c(C)o1 → -4.9%

Returning to the listing; the 3 compounds before the break are reprinted first.
SMILES	p53ts 39C kill	IkB sig inh	Peg3 imprint	p53ts 32C tox
COc1ccc(CN2C(=O)C(O)(CC(=O)c3c(C)n[nH]c3C)c3ccccc32)cc1OC (stereo not drawn)	7.8%	0.7%	-18.1%	1.5%
O=C(O)c1ccc(Cl)c(S(=O)(=O)Nc2ccccc2F)c1	-1.2%	x	x	-1.5%
Cc1cccc(NC2=NC(=S)N(CC#N)C23CCCCC3)c1	8.0%	x	x	0.3%
COc1ccc(-c2nc(C#N)c(NCC3CCCO3)o2)cc1 (stereo not drawn)	-11.3%	-1.8%	-6.8%	-10.9%
CCCCCCCCCCCCC/C=C\[C@@H](O)[C@H](CO)NC(C)=O	31.6µM*	-0.1%	1.1%	25.2%
Cc1cccc(NC(=O)Cn2c(=O)oc3ccccc32)c1	-0.7%	u	-3.3%	-6.9%
COCCCn1c2nc3ccccc3nc2c2c(=O)n(Cc3ccccc3Cl)cnc21	-0.6%	2.5%	1.8%	7.7%
O=C(Cn1c(=O)oc2ccccc21)N1CCCCC1	4.8%	-0.6%	-4.6%	4.6%
CCCCNc1ccc(-c2nc(-c3ccccc3)no2)cc1[N+](=O)[O-]	-16.0%	u	-9.2%[10.9 µM]	-5.4%
O=C(NCCc1ccccc1)C1CCCN(C(=O)NC2CCCCC2)C1 (stereo not drawn)	-0.5%	-0.1%	-14.1%	3.9%
Cc1ccc(NC(=O)CSc2nc(-c3ccc(C(C)(C)C)cc3)nc3cc(=O)[nH]n23)cc1C	-10.1%	2.4%	-7.6%[10.9 µM]	-3.7%
CCN(Cc1ccccc1)Cc1c(O)ccc2c(=O)c(-c3ccccc3)c(C(F)(F)F)oc12	-22.8%	1.1%	u	4.8%
O=C(COC(=O)c1ccccc1)NCc1ccco1	-4.0%	0.1%	-6.3%	4.0%
Cc1onc(-c2ccccc2Cl)c1C(=O)N1CC(C)OC(C)C1 (stereo not drawn)	3.9%	-1.1%	-12.7%	5.3%
O=C(Cn1c(=O)oc2ccccc21)N1CCN(c2ccccc2)CC1	-0.3%	6.3%	-8.1%	4.4%
O=C(Nc1nc(-c2ccc3c(c2)OCO3)cs1)C1COc2ccccc2O1 (stereo not drawn)	22.1%	u	-15.6%	8.3%
O=C(COC(=O)c1cnccn1)c1ccccc1	-5.0%	0.5%	2.3%	-0.1%
COc1ccc(S(=O)(=O)N[C@@H](CC(C)C)C(=O)O)cc1	6.4%	0.7%	14.5%	16.6%
COc1ccc(Nc2nn(-c3ccc(OC(F)(F)F)cc3)nc2C(C)=O)cc1	-23.0%	-0.9%	-8.2%[10.9 µM]	-2.7%
CCOc1ccc(NC(=O)CC2C(=O)N(c3cccc(C)c3)C(=O)N2Cc2ccco2)cc1 (stereo not drawn)	-23.7%	u	6.6%[10.9 µM]	-0.6%
CCOC(=O)N1CCC(NC(=O)c2ccc(CS(=O)(=O)c3ccc(OC)cc3)o2)CC1	4.0%	-0.3%	-10.8%	-1.2%
CCc1[nH]c(=O)c(C#N)c2c1CSC(C)(C)C2	12.1%	x	x	-5.1%
CSCCC(NC(=O)c1cncc(Br)c1)C(=O)O (stereo not drawn)	-26.4%	u	-20.8%	u
CCOC(=O)C1CCCN(C(=O)c2cc(-c3ccccc3)on2)C1 (stereo not drawn)	4.5%	-5.1%	6.6%	-2.5%
CCOc1cc(/C=C(/C#N)c2ccc(F)cc2)ccc1OCc1ccc(C(=O)O)o1	-13.9%	u	0.0%	-23.8%
COc1ccccc1OCC(=O)N1CCNC1=O	4.4%	-2.0%	1.4%	-2.8%
O=S(=O)(c1ccccc1)c1nnn2c1nc(NCc1cccs1)c1sccc12	-9.7%	-0.4%	-19.7%[10.9 µM]	2.4%
CCCn1c(SCC(=O)/C(C#N)=C(\C)N)n[nH]c1=O	0.9%	0.2%	-8.8%	-5.7%

Full records, quoted from the list. Order of values: p53ts 39C kill, IkB sig inh, Peg3 imprint, p53ts 32C tox
COc1ccc(S(=O)(=O)N[C@@H](CC(C)C)C(=O)O)cc1 as listed: 6.4%, 0.7%, 14.5%, 16.6%
O=C(NCCc1ccccc1)C1CCCN(C(=O)NC2CCCCC2)C1 (stereo not drawn) as listed: -0.5%, -0.1%, -14.1%, 3.9%
O=C(COC(=O)c1cnccn1)c1ccccc1 as listed: -5.0%, 0.5%, 2.3%, -0.1%
COCCCn1c2nc3ccccc3nc2c2c(=O)n(Cc3ccccc3Cl)cnc21 as listed: -0.6%, 2.5%, 1.8%, 7.7%
O=C(Cn1c(=O)oc2ccccc21)N1CCN(c2ccccc2)CC1 as listed: -0.3%, 6.3%, -8.1%, 4.4%

Copied from the results shown, two compounds:
SMILES	p53ts 39C kill	IkB sig inh	Peg3 imprint	p53ts 32C tox
O=S(=O)(c1ccccc1)c1nnn2c1nc(NCc1cccs1)c1sccc12	-9.7%	-0.4%	-19.7%[10.9 µM]	2.4%
CCCn1c(SCC(=O)/C(C#N)=C(\C)N)n[nH]c1=O	0.9%	0.2%	-8.8%	-5.7%

(cont.)
SMILES	p53ts 39C kill	IkB sig inh	Peg3 imprint	p53ts 32C tox
CCN(CC)c1ccc2c(c1)OC(N)=C(C#N)C2c1cccnc1 (stereo not drawn)	-17.8%	-3.2%	-18.7%	-9.6%
CCc1ccc(NCc2cc3ccc(OC)cc3n(CC(=O)Nc3ccccc3OC)c2=O)cc1	19.4%	u	-5.3%[10.9 µM]	8.6%
COc1cc(C(=O)N(CCc2ccccc2)C2CC3CCC(C2)N3C)cc(OC)c1OC (stereo not drawn)	-3.6%	-0.3%	-13.1%	-5.1%
CCOc1ccc(NC(=O)C2CSC(c3ccncc3)=N2)cc1 (stereo not drawn)	-8.6%	1.0%	-20.7%	-16.4%
O=C(CSc1ccccc1)NCc1ccc2c(c1)CCN2C(=O)c1ccccc1	-30.6%	u	1.2%[10.9 µM]	7.3%
O=C(CN1C(=O)CC(c2ccco2)Sc2ccccc21)Nc1ccc(Br)cc1 (stereo not drawn)	u	u	-6.2%[10.9 µM]	-5.8%
CC(CCCC(C)(C)O)NCCO (stereo not drawn)	4.5%	0.4%	-3.2%	2.7%
COC(=O)[C@@]1(Cc2ccccc2)[C@H]2c3cc(C(=O)N4CCCC4)n(Cc4cc(F)cc5c4OCOC5)c3C[C@H]2CN1C(=O)c1ccccc1	19.8%	x	-24.5%	19.4%
CCCCCn1c(=O)[nH]c2cc(C(=O)N3CCN(c4ccccc4F)CC3)ccc2c1=O	-14.6%	2.5%	10.6%[10.9 µM]	-0.6%
O=C(OCc1nc2ccccc2s1)c1ccc(Br)s1	-11.5%	8.9%	-14.7%	1.9%
Cc1nnc2c3ccccc3c(-c3ccccc3)nn12	3.7%	5.8%	5.2%	7.1%
Cc1nnc(NC(=O)CSc2nccn2C)s1	1.7%	x	x	-2.7%
COc1ccc(-c2nc(SCC(=O)Nc3ccc4c(c3)OCO4)c(-c3ccc(F)cc3)[nH]2)cc1OC	-23.6%	u	-10.0%[10.9 µM]	-18.4%
COc1cccc(NC(=O)Cn2nc(N3CCN(c4ccccc4)CC3)ccc2=O)c1	-15.3%	0.4%	13.1%[10.9 µM]	-1.0%
Clc1ccc(C2=CSC3=NCCN23)cc1Cl	11.9%	1.8%	-13.0%	-11.0%
CCOC(=O)c1[nH]c(C)c(CCC(=O)Nc2ccccc2C(=O)OC)c1C	-1.3%	u	-6.3%[10.9 µM]	12.7%
Cc1cccc(NC(=O)NCCOCCn2c(=O)oc3ccccc32)c1C	10.1%	0.6%	-3.1%[10.9 µM]	-7.3%
